# Compound activity deposited in PubChem by several laboratories.
# EP2 antag: human EP2 receptor antagonists, primary screen, TR-FRET cAMP, C6 glioma cells; C6 glioma cells expressing human EP2; cells stimulated with saturating PGE2; 260,000 tested, 0.52% active; Prostaglandin E2 receptor EP2 subtype (Homo sapiens), P43116; inhibition, % at 25 µM; AID 1422, 2008;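 active = percent inhibition above 40 after rounding to a whole number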;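 note: rat C6 glioma host cells with rolipram phosphodiesterase inhibitor present; the protocol text gives 20 µM as final concentration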
# Target sequence (P43116 whole entry, looked up): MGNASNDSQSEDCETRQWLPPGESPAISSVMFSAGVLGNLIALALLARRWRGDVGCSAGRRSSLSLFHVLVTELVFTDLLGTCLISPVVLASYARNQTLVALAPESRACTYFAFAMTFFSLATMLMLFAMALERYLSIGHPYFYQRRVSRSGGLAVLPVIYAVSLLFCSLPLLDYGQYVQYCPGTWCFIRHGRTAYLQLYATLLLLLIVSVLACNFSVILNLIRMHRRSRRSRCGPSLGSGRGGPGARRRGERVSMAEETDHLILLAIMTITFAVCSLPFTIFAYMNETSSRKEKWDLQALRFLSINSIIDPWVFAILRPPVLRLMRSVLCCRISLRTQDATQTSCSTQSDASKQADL
# TRPML3 agonist: human TRPML3 channel agonists, primary screen, cell-based, HEK293 TRPML3-YFP, Fluo-8 calcium fluorescence, 3 µM. Mucolipin-3 (Homo sapiens), Q8TDD5. 100% = the carbachol control signal. activation, % at 3 µM. 220,000 tested, 0.29% active. AID 1448, 2008;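 active = activation above its plate's cutoff, the mean activation of the plate's test wells plus 3 SD, cut at about 12% in these data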;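 note: 0% = DMSO only wells and 100% = carbachol wells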
# Target sequence (Q8TDD5 whole entry, looked up): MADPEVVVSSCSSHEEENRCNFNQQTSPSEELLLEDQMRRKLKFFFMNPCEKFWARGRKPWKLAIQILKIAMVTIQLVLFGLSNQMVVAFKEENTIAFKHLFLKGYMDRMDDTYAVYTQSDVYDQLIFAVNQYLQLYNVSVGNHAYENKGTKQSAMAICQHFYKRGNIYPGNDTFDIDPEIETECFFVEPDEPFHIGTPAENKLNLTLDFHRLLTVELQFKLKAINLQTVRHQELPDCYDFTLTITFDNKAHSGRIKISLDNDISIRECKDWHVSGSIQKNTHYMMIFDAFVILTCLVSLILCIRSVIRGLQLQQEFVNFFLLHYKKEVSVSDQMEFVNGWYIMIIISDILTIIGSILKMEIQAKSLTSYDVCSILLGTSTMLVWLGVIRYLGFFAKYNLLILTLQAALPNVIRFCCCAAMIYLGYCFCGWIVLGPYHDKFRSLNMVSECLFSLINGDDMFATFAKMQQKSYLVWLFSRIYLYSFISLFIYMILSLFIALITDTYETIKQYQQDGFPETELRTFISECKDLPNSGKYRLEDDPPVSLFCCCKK
#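 Material: HEK293 cells stably carrying human TRPML3-YFP; compound dosing: single dose, 3 µM final nominal compound, 0.3% DMSO final; incubation: 1-h 37 °C dye load, 5-s basal, 120-s post-compound reads; technique: Fluo-8 intracellular calcium fluorescence, excitation 470-495 nm, emission 515-575 nm; read-out basis: percent activation from peak-to-basal fluorescence ratio, scaled between DMSO and carbachol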
# PPC-1+TRAIL kill: compounds killing PPC-1 cancer cells with TRAIL present, primary screen, TRAIL potentiator project, ATPLite luminescence, uHTS | PPC-1 cells + TRAIL, ATPLite viability luminescence | cell killing (% activity), % at 4 µM | 220,000 tested, 0.41% active | AID 1443, 2008;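 active = cell killing above 50% in the first pass at 4 µM, then a duplicate retest at 5 µM averaging 50% or more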;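 note: plate controls were cells with TRAIL plus DMSO for no effect and medium-only wells lacking cells for full effect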
# 14-3-3 Bad inh: inhibitors of 14-3-3 zeta/Bad binding, primary screen, biochemical, TR-FRET, bovine 14-3-3 zeta; TR-FRET 14-3-3zeta/Dy647-pBad peptide displacement, 1 h; AID 781, 2007; inhibition, % at 21.7 µM; 220,000 tested, 0.71% active;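 active = inhibition above about 70%, limit read from the data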;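 note: 0% = full 14-3-3 plus peptide FRET controls and 100% = background without 14-3-3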
# zfTRPN1 agonist: zebrafish TRPN1 channel agonists, primary screen, cell-based, HEK293, calcium fluorescence | HEK293 zebrafish TRPN1-YFP, Fluo-8 calcium fluorescence; 100% = response to 87 µM carbachol | transient receptor potential cation channel N1 (TRPN1/NompC), Danio rerio | 220,000 tested, 0.18% active | activation, % at 3 µM;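 active = activation above its plate's cutoff, the mean activation of test wells on that plate plus 3 SD, cut at about 19% in these data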;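 note: 0% = DMSO alone and 100% = 87 µM carbachol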
#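 Material: zebrafish TRPN1-YFP in HEK293 cells. Doses: one dose of 3 µM, 0.3% DMSO. Incubation: dye 1 h 37 °C plus 30 min RT. Measured by: intracellular calcium fluorescence with Fluo-8.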
# CHOP inh: inhibitors of CHOP promoter induction, primary screen, cell-based, unfolded protein response, luciferase reporter; CHO-K1 CHOP-promoter luciferase, tunicamycin-induced, 15-18 h; inhibition, % at 10 µM; 220,000 tested, 3.8% active; AID 2732, 2010;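 active = compounds that reduced the stress-induced luciferase reporter signal by more than about 70% of percent inhibition, limit read from the data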;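 note: 0% = tunicamycin plus vehicle and 100% = wells without tunicamycin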
# NPY Y1 blocker: NPY-Y1 receptor antagonists, primary screen, cell-based; Neuropeptide Y receptor type 1 (Homo sapiens), P25929; HEK293-CNG Y1 cells, membrane potential fluorescence; NPY at EC95, then isoproterenol; inhibition, % at 3.6 µM; 200,000 tested, 1% active; AID 1040, 2008;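 active = inhibition above the campaign mean inhibition of all tested compounds plus 3 SD, cut at about 20% in these data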;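 note: 0% = DMSO wells given NPY plus isoproterenol and 100% = isoproterenol alone without NPY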
#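 Test system – HEK293 Y1/CNG channel cell line · Also added – NPY agonist 25 nM, then isoproterenol 1 µM plus Ro 20-1724 25 µM · Compound dosing – one concentration, 3.6 µM, in 0.4% DMSO · Schedule – compound incubation 1 h at room temperature, readout 45 min post-stimulation · Technique – fluorescence, membrane potential probe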
# NPY1 pot ag: NPY-Y1 receptor potentiators or agonists, primary screen, cell-based; NPY-Y1 expressing cells, potentiator/agonist activation; activation, % at 3.6 µM; 220,000 tested, 0.37% active; in the data active = activation above about 33%, passing the limit was not always enough;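 note: cells stimulated with NPY at EC10 then isoproterenol at EC100; 0% = low agonist plus stimulus and 100% = saturating agonist plus stimulus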
# EP2 modulator: EP2 receptor modulators, cAMP readout, primary screen, cell-based, HTRF cAMP, PGE2 stimulation; EP2-expressing cells, cAMP HTRF FRET, PGE2 co-stimulation; AID 940, 2007; Prostaglandin E2 receptor EP2 subtype (Homo sapiens), P43116; induction, % at 25 µM; 260,000 tested, 0.83% active;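 active = compounds whose cAMP rise, as percent of the full-agonist control response, exceeds 60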;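 note: rat C6 glioma line stably carrying human EP2 under a CMV promoter; the protocol text gives 20 µM as final concentration; 100% = response of wells given 1 µM PGE2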
# Starred values were filed as active, the others as inactive; nt = no result given; & = joins results of further samples; [ ] = another dose, or the depositor's remark. This is a subset (hit frequency here may not be typical).
structure	EP2 antag	TRPML3 agonist	PPC-1+TRAIL kill	14-3-3 Bad inh	zfTRPN1 agonist	CHOP inh	NPY Y1 blocker	NPY1 pot ag	EP2 modulator
CC(C)(C)C(=O)N1CCC(O)(CS(=O)(=O)c2ccc(Cl)c(Cl)c2)CC1	6	0.7	2	-7	3.9	13	-4	-3	-4
CCc1ccc(CN(C)Cc2nc(Cc3cccc(C(F)(F)F)c3)no2)nc1	3	-0.2	-7	-5	-2.0	-4	0	-15	-20
Cc1sc2nc(CSCC(=O)N(C)c3ccccc3)[nH]c(=O)c2c1C	5	0.7	24	-5	1.0	39	4	-8	1
CCOc1cc2[nH]c(=S)n(CCC(=O)NCc3ccc(OC)cc3)c(=O)c2cc1OCC	nt	0.5	8	39[fluorescence artefact?]	0.4	12	12	9	20
COC(=O)N/N=C\c1cc2c(cc1Br)OCO2	3	0.2	13	-1	-0.8	26	0	-5	-6
CCOC(=O)c1cn2c(C)cccc2n1	4	0.7	2	2	0.6	10	-1	1	2
COC(=O)c1c(NC(=O)c2ccccc2)sc(C(=O)c2ccccc2)c1C	7	0.7	16	-1	0.4	15	-1	-15	32
CSc1nc(-c2ccccc2)c(C#N)c(=O)n1C	4	-0.1	7	-7	-1.5	25	1	0	16
CC(C)=C(NC(=O)c1ccco1)C(=O)NCCc1nc2ccccc2[nH]1	17	-0.2	-12	1	0.9	20	-6	3	16
CC(=O)Nc1scc(-c2ccccc2)[n+]1-c1ccc(C)cc1	8	-0.1	9	0	-2.1	2	17	-18	37
CCc1cc2c(C)cc(=O)oc2cc1Oc1ncccc1[N+](=O)[O-]	5	0.9	4	10	0.2	-7	-2	-11	-1
O=C(NCCOCCNC(=O)OCc1ccccc1)OCc1ccccc1	4	0.2	-4	-8	-1.6	15	10	-4	-23
C=CCN(c1ccc(C(=O)Nc2ccc3c(c2)OCO3)cc1)S(C)(=O)=O	7	2.6	6	-6	4.0	17	0	-6	-13
O=C(CSc1nnnn1-c1cccc2ccccc12)Nc1ccc(N2CCOCC2)c(Cl)c1	0	-0.1	-6	-1	2.4	71*	6	-14	-43
Cc1nn(C)c(C)c1NC(=O)/C(C#N)=C\N(C)C	4	1.3	-2	-4	1.1	9	nt	0	13
O=C(CN1CCOCC1)Nc1nc2ccc(Br)cc2s1	5	1.8	-21	5	-0.6	-2	-1	4	16
COC(=O)c1scc(C)c1NC(=O)CSc1ccc(Cl)cc1	4	-0.8	2	1	-2.0	16	nt	-9	-27
Cc1ccc(C(=O)O/N=C(\c2ccccc2)c2ccncc2)cc1	17	-0.6	nt	-12	-1.9	27	0	7	47
Cc1csc(SCC(=O)N(C)c2c(N)n(Cc3ccccc3)c(=O)[nH]c2=O)n1	7	0.7	-21	-16	1.5	31	-1	5	-4
O=C(NCc1ccc(F)cc1)c1noc2c1CCCCC2	7	0.0	14	2	-0.1	43	9	-17	10
O=C(Nc1cccc(Cl)c1)Nc1sccc1-c1nc2ccccc2s1	8	0.5	16	-4	-0.9	-7	nt	-5	26
COc1cccc(-n2cnc3cccc(N)c32)c1	10	0.9	22	5	-0.2	25	-7	4	-6
COc1ccc(NC(=O)CSC2CC(=O)N(c3ccc4c(c3)OCCO4)C2=O)cc1 (centres undefined)	3	1.2	-9	-4[fluorescence artefact?]	0.1	-14	-2	9	8
O=C(c1ccc2snnc2c1)N1CCOCC1	10	0.2	-10	19	0.4	-2	-2	15	19
COc1cc2c(cc1OC)C(c1ccccc1)N(C(=O)CSCC(=O)O)CC2 (centres undefined)	5	0.7	20	-2	0.7	3	1	0	40

# Gathered by group, the compounds so far containing bromine (two)
structure	EP2 antag	TRPML3 agonist	PPC-1+TRAIL kill	14-3-3 Bad inh	zfTRPN1 agonist	CHOP inh	NPY Y1 blocker	NPY1 pot ag	EP2 modulator
COC(=O)N/N=C\c1cc2c(cc1Br)OCO2	3	0.2	13	-1	-0.8	26	0	-5	-6
O=C(CN1CCOCC1)Nc1nc2ccc(Br)cc2s1	5	1.8	-21	5	-0.6	-2	-1	4	16

# Back to the main list, starting 4 compounds before the break.
structure	EP2 antag	TRPML3 agonist	PPC-1+TRAIL kill	14-3-3 Bad inh	zfTRPN1 agonist	CHOP inh	NPY Y1 blocker	NPY1 pot ag	EP2 modulator
COc1cccc(-n2cnc3cccc(N)c32)c1	10	0.9	22	5	-0.2	25	-7	4	-6
COc1ccc(NC(=O)CSC2CC(=O)N(c3ccc4c(c3)OCCO4)C2=O)cc1 (centres undefined)	3	1.2	-9	-4[fluorescence artefact?]	0.1	-14	-2	9	8
O=C(c1ccc2snnc2c1)N1CCOCC1	10	0.2	-10	19	0.4	-2	-2	15	19
COc1cc2c(cc1OC)C(c1ccccc1)N(C(=O)CSCC(=O)O)CC2 (centres undefined)	5	0.7	20	-2	0.7	3	1	0	40
Cc1ccc(S(=O)(=O)Nc2nc(C)c(C(=O)Nc3ccccc3)s2)cc1	4	0.2	-2	-10	-2.2	17	10	-12	12
COc1ccc(CCNC(=S)Nc2cccc3ccccc23)cc1	7	-1.2	10	12	-2.1	-16	1	-27	-74
N#CC1=C(N)N(c2ccccc2)C2=C(C(=O)CCC2)C1c1ccccc1 (centres undefined)	9	-0.1	7	4	-0.1	-9	3	-7	10
O=C(O)c1cccc(S(=O)(=O)Nc2ccccc2-c2ccccc2)c1	4	0.5	-12	-4	-0.3	41	-4	-5	33
O=S(=O)(c1ccc2oc(=S)[nH]c2c1)N1CCCCC1	8	1.2	-13	-6	2.1	2	nt	-5	19
O=C(NNC(=O)c1ccc2ncccc2c1)c1ccc(Cl)cc1	7	0.5	9	-4	0.8	6	-2	-21	4
Cc1nonc1OCCn1nnnc1N	4	1.1	0	-2	-1.3	26	-1	-3	8
O=C(COc1ccccc1)Nc1cc(C(F)(F)F)ccc1N1CCCC1	19	-1.2	31	0	-2.3	47	20	-13	79*
CCSc1nc2c(c(=O)n1-c1ccc(F)cc1)SCC2	1	-1.2	-15	-6[fluorescence artefact?]	-1.0	12	-1	-29	26
CCNc1ncnc2c1cnn2C	6	0.8	14	-6	2.9	21	0	4	-9
CCN(CC)S(=O)(=O)c1ccc(C(=O)Nc2cccc(C)c2)cc1	7	0.1	-1	6	-0.3	77*	-1	2	-28
Cc1ccc(/C=C2/C(=O)N=C(N)N2C)s1	10	0.6	17	-6[fluorescence artefact?]	1.1	3	4	11	21
CC(SCC(=O)O)c1nc2ccccc2[nH]1 (centres undefined)	3	0.1	18	2	1.2	-2	nt	15	21
CCc1ccccc1NC(=O)Cn1nc(C(F)(F)F)cc1C1CC1	8	-0.3	-14	-6	-0.1	26	4	-4	9
COc1ccccc1NS(=O)(=O)c1cccc(C(=O)N/N=C2\CC(=O)CC(C)(C)C2)c1	2	1.2	6	-19	1.6	-12	-1	12	-1
CCn1c(=O)c(C(=O)Nc2ccccc2S(N)(=O)=O)c(O)c2ccccc21	13	0.6	-4	-18	0.8	7	0	-12	13
O=C(Cc1c(F)cccc1Cl)Nc1ccccc1N1CCCCC1	5	0.0	7	-8	-0.8	53	5	2	75*
OC1CCN(c2c3c(nc4cc(-c5ccc(Cl)cc5)nn24)CCC3)CC1	14	0.2	15	10	1.3	14	3	-13	-19
COc1cc(N(C(=O)Cc2cccs2)C(C(=O)NC2CCCCC2)c2ccc(C)cc2)ccc1-n1cnnn1 (centres undefined)	7	0.6	22	11	1.6	105*	-2	-13	11
CC(C)[C@@H](N)C(=O)N/N=C/c1ccc2ncccc2c1	9	0.6	-12	0	0.8	10	nt	4	7
O=C(/C=C/c1cccc(Br)c1)NCC1CCCCC1	10	-0.1	-5	10	-0.8	9	8	-32	-6
CC(=O)[C@@H]1[C@@H]2C(=O)N(c3ccccc3F)C(=O)[C@@H]2[C@H]2c3ccccc3C=NN12	14	0.7	-4	-3	0.8	2	nt	5	5
C=CCN(c1cccc(C(F)(F)F)c1)S(=O)(=O)c1cccc(C(=O)OCC(=O)NC)c1	8	-1.1	24	-1	0.1	4	6	-17	11
COc1ccc(CC(=O)N2N=C(C)CC2(O)c2cccnc2)cc1 (centres undefined)	5	0.7	-6	-2	-0.5	19	-1	-4	8
Cc1cc(C)nc(/N=C(\N)Nc2ccc([N+](=O)[O-])cc2)n1	17	0.3	7	-2	0.7	4	-2	7	-67

# Continued.
structure	EP2 antag	TRPML3 agonist	PPC-1+TRAIL kill	14-3-3 Bad inh	zfTRPN1 agonist	CHOP inh	NPY Y1 blocker	NPY1 pot ag	EP2 modulator
C=CCOC(=O)C1=C[C@H](c2coc3ccccc3c2=O)[C@@H](CCCO)[C@H](OCC)O1	14	0.1	1	5	0.9	-10	0	-20	7
COC(=O)C1=C(C)N(c2ccc(C)cc2)/C(=C/c2cccs2)C1=O	6	-1.0	12	-16[fluorescence artefact?]	-0.7	22	0	9	20
N#Cc1cnn2c(C(F)(F)F)c3c(nc12)CCCC3	9	0.6	10	3	-1.2	-26	-1	13	9
N=c1n(CCN2CCCC2)c2ccccc2n1CC(O)c1ccco1 (centres undefined)	4&13	-0.1	-7	66[fluorescence artefact?]	-0.5	-5	5	-10	2&-24
COc1ccc(-n2c(C)cc(C(=O)CN3C(=O)C(=O)N(Cc4ccccc4)C3=O)c2C)cc1	4	0.3	15	-10	-1.0	8	6	-1	48
Cc1cccc(C(=O)NNC(=O)c2cccc([N+](=O)[O-])c2)c1	1	1.2	0	-11	-0.6	3	1	-13	-2
